GlmU inhibition: inhibition of mycobacterial GlmU enzyme – biochemical, glucosamine-1-phosphate acetyltransferase (AID 1376). 220,000 compounds, 0.25% hits. inhibition, %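 (tested at 30 µM in the primary screen)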, or IC50 in µM where a hit was titrated. M. tuberculosis GlmU acetyltransferase enzyme assay; higher % means a stronger effect; in the data active = inhibition above about 13%;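 note: 0% = complete reaction with vehicle and 100% = reaction without substrate; strong numbers were not always called active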
RmlCD inh 1536: M. tuberculosis RmlC/RmlD inhibition; RmlC+RmlD coupled enzyme assay, percent inhibition; primary screen in compound mixtures; AID 1533; inhibition, % at 3.6 µM; 160,000 compounds, 0.03% hits; in the data active = inhibition mostly above about 34%, no sharp cut-off; note: some results filed as inactive read as strong as hits
Target sequence (P9WH09 whole entry, looked up): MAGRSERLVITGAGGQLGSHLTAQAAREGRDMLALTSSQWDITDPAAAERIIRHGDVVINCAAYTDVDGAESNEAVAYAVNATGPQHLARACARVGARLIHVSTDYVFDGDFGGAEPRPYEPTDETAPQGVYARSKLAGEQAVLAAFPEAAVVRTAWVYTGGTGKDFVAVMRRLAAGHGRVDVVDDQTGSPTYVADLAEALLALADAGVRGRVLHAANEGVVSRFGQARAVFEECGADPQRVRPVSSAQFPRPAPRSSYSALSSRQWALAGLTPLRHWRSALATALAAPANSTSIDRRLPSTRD
Target sequence (P9WH11 whole entry, looked up): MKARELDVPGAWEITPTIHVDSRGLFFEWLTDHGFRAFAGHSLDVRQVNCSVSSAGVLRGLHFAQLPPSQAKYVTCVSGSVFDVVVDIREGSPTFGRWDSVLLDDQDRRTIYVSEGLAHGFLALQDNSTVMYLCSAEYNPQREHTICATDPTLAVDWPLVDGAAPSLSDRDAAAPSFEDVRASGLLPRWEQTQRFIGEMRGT
Numbers without * were called inactive; nt = no result given; & = joins results of further samples.

Every second line gives: GlmU inhibition, RmlCD inh 1536
> NC(=O)CC[C@@H]1NC(=O)[C@@H]2CCCN2C(=O)c2cc([N+](=O)[O-])cc(I)c2NCCCC[C@@H](C(=O)NC(CC(=O)O)C(N)=O)NC1=O (stereo partly specified)
  -0.6%, nt
> CC1(C)CC(=O)C2=C(C1)OC1=C(C(=O)CC(C)(C)C1)C2c1ccc(O)c([N+](=O)[O-])c1
  1.6%, -5.7
> Nn1c(SCc2nc3ccccn3c2Br)nnc1-c1cccnc1
  -2.3%, 7.8
> Cc1[nH]c2c(Cl)cccc2c(=O)c1CN1CCCC1
  nt, -6.6
> COc1ccc(Br)cc1CN(C)C(C)C(=O)Nc1cc([N+](=O)[O-])ccc1OC (stereo unspecified)
  1.3%, -0.4
> CC(C)(C)NC(=O)CSc1nc2ccc(NC(=O)CSc3nnc(N)s3)cc2s1
  0.9%, -9.9
> COc1ccc(NS(=O)(=O)c2cccs2)c(OC)c1
  3.8%, -0.4
> CC(C)(C)N(Cc1ccccc1)C(=O)c1ccc(Br)o1
  0.1%, 10.9
> O=C(COc1ccc(Br)cc1Cl)NC(=S)N1CCc2ccccc21
  -2.0%, -5.2
> CN(C(=O)COC(=O)/C=C/c1ccccc1[N+](=O)[O-])c1ccccc1
  -0.3%, 0.4
> CCn1[nH]c(=O)c(=Nc2c(C)n(C)n(-c3ccccc3)c2=O)cc1-c1ccc(Cl)cc1
  -0.9%, 3.8
> NC(=O)C1CCN(C(=O)c2ccc(NC3=NC4CS(=O)(=O)CC4S3)cc2)CC1 (stereo unspecified)
  2.1%, nt
> CCOC(=O)c1c(C)[nH]c(C(=O)OCC(=O)NC(C)(C)C)c1C
  -2.0%, -1.5
> CCn1c(SCc2nc3scc(-c4ccccc4)c3c(=O)[nH]2)nnc1-c1cccs1
  -5.2%, nt
> CCCOc1ccc(/C(O)=C2/C(=O)C(=O)N(CCCn3ccnc3)C2c2cccs2)cc1 (stereo unspecified)
  -2.4%, 11.5
> Cc1ccc(NC(=O)COC(=O)Cc2csc(-c3cccc(F)c3)n2)cc1C
  3.9%, 7.9
> COc1ccc(CC(=O)NNC(=O)COc2ccc3ccccc3c2)cc1
  -5.3%, 10.8
> CCS(=O)(=O)c1ccc(O)c(NC(=O)CCCC(=O)O)c1
  -4.3%, -3.5
> O=C(C1=C[C@@H](c2ccc(C(F)(F)F)cc2)C[C@@H](OCCCCO)O1)N1CCN(Cc2ccccc2)CC1
  2.3%, nt
> Cc1ccc(S(=O)(=O)Cn2nnnc2CN(Cc2ccco2)CC2CCCO2)cc1 (stereo unspecified)
  -3.2%, -11.9
> NC(=NC1CCCCC1)c1ccc([N+](=O)[O-])cc1
  -2.6%, nt
> C/C(CC(=O)Nc1ccc2c(c1)OCCO2)=N\NC(=O)c1ccccn1
  5.2%, -6.7
> O=C(Nc1ccccc1C(=O)N/N=C/c1ccco1)c1ccc(Cl)cc1
  0.2%, nt
> CCOC(=O)C1=C(COc2ccc(C)cc2)NC(=O)NC1c1cc(C)ccc1C (stereo unspecified)
  -3.7%, 8.5
> O=C1C(Cc2ccc(F)cc2)SC(=Nc2ccccc2)N1c1ccccc1 (stereo unspecified)
  -2.2%, 7.8
> Cc1cc[n+](CC(=O)c2ccc(NC(=O)c3ccccc3)cc2)c2ccccc12
  -9.6%, 13.3
> Cc1c(Cl)cccc1NC(=S)N1CCN(C(=O)C2CCCO2)CC1 (stereo unspecified)
  1.1%, 18.4
> COc1ccc(C2=NOC(CNC(=O)c3ccccc3Br)C2)c(OC)c1 (stereo unspecified)
  3.5%, 13.5
> O=C(Nc1nnc(C2CC2)s1)c1ccncc1
  2.1%, 15.1
> Cc1noc(C)c1CSc1nnc2sc3ccccc3n12
  4.0%, nt

Of the compounds above, these have an aryl thioether with sulfur outside any ring.
Every second line gives: GlmU inhibition, RmlCD inh 1536
> Nn1c(SCc2nc3ccccn3c2Br)nnc1-c1cccnc1
  -2.3%, 7.8
> CC(C)(C)NC(=O)CSc1nc2ccc(NC(=O)CSc3nnc(N)s3)cc2s1
  0.9%, -9.9
> CCn1c(SCc2nc3scc(-c4ccccc4)c3c(=O)[nH]2)nnc1-c1cccs1
  -5.2%, nt
> Cc1noc(C)c1CSc1nnc2sc3ccccc3n12
  4.0%, nt

More results
Every second line gives: GlmU inhibition, RmlCD inh 1536
> Cc1nn2cc(-c3ccc(-c4ccccc4)cc3)nc2s1
  8.3%, nt
> CNc1c([N+](=O)[O-])cnn1-c1ccc(C)cc1
  5.0%, 8.6
> CCOc1cccc(NC(=O)CSc2nc(C)c3c(c2C#N)CCCC3)c1
  2.4%, nt
> CCOC(=O)C1CCCN(C2CC(=O)N(c3cccc(C)c3)C2=O)C1 (stereo unspecified)
  1.9%, nt
> CCOC(=O)COc1c(OC)cc(Cl)cc1C1Nc2ccccc2C(=O)N1c1cccc(C)c1 (stereo unspecified)
  3.5%, -6.1
> S=C(NCCCN1CCOCC1)Nc1ccc(Cl)cc1
  1.4%, -10.5
> O=C(Nc1ccc2c(c1)Cc1ccccc1-2)c1ccncc1
  6.8%, -15.1
> Cc1ccc(Cc2c(C)nc3nc(SCC(=O)NCCN4CCOCC4)nn3c2C)cc1
  9.4%, -7.3
> CCC(=O)Nc1nnc(SCC(=O)N2c3ccccc3CC2C)s1 (stereo unspecified)
  -3.5%, nt
> COC(=O)C(O)(c1ccc(NC(=O)c2ccccc2)cc1)C(F)(F)F (stereo unspecified)
  -1.3%, 15.4
> Cc1cc(C)cc(-n2nnnc2SCC(=O)Nc2nc(-c3ccc(Cl)cc3)cs2)c1
  -3.0%, -3.8
> CC(C)NS(=O)(=O)c1ccc(CCC(=O)NCc2ccncc2)cc1
  -2.8%, -1.9
> CCOc1ccc(C(=O)NCC2CCCO2)cc1OCC (stereo unspecified)
  1.5%, nt
> COc1ccc(-c2ccc(/C=N/NC(=O)Cc3nnc(N)s3)o2)cc1Cl
  5.2%, -12.8
> CC(C)C1Cc2nc(Cl)c(C#N)cc2CO1 (stereo unspecified)
  1.4%, 3.0
> Cc1ccc(NS(=O)(=O)c2cccc(C(=O)Nc3c(C)n(C)n(-c4ccccc4)c3=O)c2)cc1
  -0.3%, 4.3
> Cc1nn(C)c(C)c1S(=O)(=O)N1CCC(C(=O)NC2CCCCCC2)CC1
  -2.4%, 8.8
> Cc1ccc(S(=O)(=O)N2CCCCC2)cc1NC(=O)CSc1ncnc2ccccc12
  6.4%, 3.5
> O=C(Cn1cnc2sc3c(c2c1=O)CCCC3)NCCC(=O)N1CCC2(CC1)OCCO2
  2.4%, nt
> COCCN(CCOC)c1ncc(Cl)c(C(=O)c2c(C)cc3ccccn23)n1
  -4.9%, nt
> COc1cc(/C=C(/C#N)C(=O)c2c(C)[nH]c3ccccc23)ccc1OCC#N
  -3.5%, nt
> Cc1nnc(SCC(=O)Nc2nccs2)n(N)c1=O
  -2.7%, nt
> CCOc1cccc(-c2nnc3sc(COc4ccc(OC)cc4)nn23)c1
  -1.3%, -19.4
> COCCNC(=O)CN(CC1CCCO1)C(=O)CCC(=O)Nc1ccccn1 (stereo unspecified)
  2.8%, 7.3
> COc1ccc(CNC(=O)CSc2nnnn2-c2ccccc2)cc1
  -2.9%, nt
> O=C(O)c1ccccc1NS(=O)(=O)c1cccc(C(F)(F)F)c1
  -0.5%, 6.1
> OCCCNC(=S)Nc1ccc(Oc2ccccc2)cc1
  -3.0%, -10.1
> Cc1cc(C)nc(SC2CCOC2=O)n1 (stereo unspecified)
  -0.8%, nt
> Cc1[nH]c(-c2ccc3c(c2)OCO3)nc1C(=O)O
  -1.2%, nt
> CCCCCc1c2c(cc(O)c1C(=O)O)OC(=O)c1c(cc(OC)cc1C(=O)CCCC)O2
  6.5%, 4.9

Given as tab-separated lines: entries from further up
Structure	GlmU inhibition	RmlCD inh 1536
CCn1[nH]c(=O)c(=Nc2c(C)n(C)n(-c3ccccc3)c2=O)cc1-c1ccc(Cl)cc1	-0.9%	3.8
COc1ccc(NS(=O)(=O)c2cccs2)c(OC)c1	3.8%	-0.4
COCCN(CCOC)c1ncc(Cl)c(C(=O)c2c(C)cc3ccccn23)n1	-4.9%	nt
O=C(C1=C[C@@H](c2ccc(C(F)(F)F)cc2)C[C@@H](OCCCCO)O1)N1CCN(Cc2ccccc2)CC1	2.3%	nt
S=C(NCCCN1CCOCC1)Nc1ccc(Cl)cc1	1.4%	-10.5
O=C(O)c1ccccc1NS(=O)(=O)c1cccc(C(F)(F)F)c1	-0.5%	6.1

The list goes on.
Every second line gives: GlmU inhibition, RmlCD inh 1536
> CC(=O)Oc1ccc2nc(-c3cccs3)oc(=O)c2c1
  4.0%, nt
> Cn1c(C(=O)NC2CC2)cc(=O)n(C)c1=O
  3.2%, 3.7
> O=C(O)CCN1C(=O)NC2(CCCC2)C1=O
  -5.1%, nt
> COc1ccc(S(=O)(=O)NCc2ccc(C(=O)N3CCN(c4ccccn4)CC3)cc2)cc1
  -4.9%, 4.5
> CNC(=O)OCCSCCS(=O)(=O)c1ccc(Cl)cc1
  -0.8%, 0.5
> CN(C)C(=O)N1CCCC(C(=O)NCc2ccccc2)C1 (stereo unspecified)
  -4.8%, nt
> COC(=O)C1=C(C)N(C)C(=O)NC1c1ccc(O)c(Cl)c1 (stereo unspecified)
  0.9%, -7.6
> Cc1ccc(Cn2cc(SCC(N)=O)c3ccccc32)cc1
  -1.7%, -3.7
> COc1ccc(NC2=CC(=O)CC(C)(C)C2)cc1OC
  4.4%, 11.1
> CN(c1ccccc1C(=O)NCc1ccccn1)S(C)(=O)=O
  1.4%, nt
> COc1ccc(OC)c(-c2cc(C(=O)Nc3sc4c(c3C#N)CCC(C)C4)c3ccccc3n2)c1 (stereo unspecified)
  1.7%, nt
> O=C(NC1CC1)C1CCN(C2CCN(C(=O)CSc3ccccc3)CC2)CC1
  3.3%, 5.4
> Cc1cc(C(=O)Cn2cncn2)c(C)n1CCc1ccc(F)cc1
  -3.0%, 5.8
> COc1ccc(CCNC(=O)CN2CCC(C(N)=O)CC2)cc1
  3.8%, -8.3
> COc1ccc(N2CCN(c3ccc(Cl)nn3)CC2)cc1
  -0.3%, nt
> COc1ccccc1-c1ccc(Nc2ccc(C(=O)N3CCOCC3)cc2)nn1
  6.3%, nt
> C=CCNC(=O)/C(C#N)=C/c1c(N2CC(C)OC(C)C2)nc2ccccn2c1=O (stereo unspecified)
  1.0%, 10.7
> O=S1(=O)CCC(NC(=S)Nc2ccc(Cl)cc2)C1 (stereo unspecified)
  -4.8%, -7.1
> N#CCC1c2ccccc2CCN1C(=O)Nc1ccc(C(F)(F)F)cc1 (stereo unspecified)
  -5.6%, -4.7
> CC(NC(=O)CSc1nc2sc3c(c2c(=O)n1-c1ccccc1)CCCC3)c1ccccc1 (stereo unspecified)
  2.0%, nt
> CCOc1ccccc1CN1CCC(CO)(CCOc2ccccc2)CC1
  -6.8%, 47.3
> CCOc1ccc(C(C)=O)cc1CSC(=N)N
  -0.9%, nt
> CCOCCc1c(O)nc(SCC(=O)NCc2ccco2)[nH]c1=O
  -2.0%, nt
> COc1ccc(CC(=O)NC(C)c2nnc(SCCOc3ccc(OC)cc3)n2C)cc1 (stereo unspecified)
  -1.8%, -9.9
> CCCC(=O)Nc1nc(C)c(-c2csc(Nc3ccc(Cl)cc3)n2)s1
  -3.5%, nt
> COc1ccccc1N1CCN(C(=O)Cc2cccs2)CC1
  -4.7%, nt
> CCN(CC)S(=O)(=O)c1cc(NS(=O)(=O)c2c(Cl)cccc2Cl)ccc1C
  -2.6%, 7.5
> CCOP(=O)(Cc1cc(C#N)oc1C)OCC
  -1.4%, nt
> CCC(C)N1CNc2c(c(=O)[nH]c(=S)n2-c2cccc(C)c2)C1 (stereo unspecified)
  1.9%, 0.2
> Cc1cccc(C)c1NC(=O)CSc1nnc(Cn2nnc(-c3ccccc3)n2)n1-c1ccccc1
  0.2%, 16.3
> CNC(=S)N/N=C(\C)c1cccc([N+](=O)[O-])c1
  1.4%, 42.8
> C/C(=N/Oc1nc(C)cc(C)n1)c1ccc(Br)cc1
  -4.1%, -2.7
> CC(=O)c1ccc(NC(=O)N2CCCC(C(=O)c3ccc4c(c3)OCO4)C2)cc1 (stereo unspecified)
  -0.8%, nt
> COCCCN(CC(=O)Nc1ccc(N2CCOCC2)cc1)S(=O)(=O)c1ccccc1
  -1.6%, 10.0
> CCCCOc1ccc(N(CC(=O)NC(C)(C)CC)C(=O)CCC(=O)Nc2ccccn2)cc1
  3.8%, -9.3
> O=c1[nH]c(=O)n(CC2CCCO2)c(O)c1/C=C1\C=Nc2ccccc21 (stereo unspecified)
  -0.9%&3.0%, 5.3
> Cc1c(C(=O)NCCn2ccc3ccccc32)cccc1[N+](=O)[O-]
  -1.8%, 9.5
> O=C(CC(C(=O)O)P(=O)(c1ccccc1)c1ccccc1)c1ccccc1 (stereo unspecified)
  0.0%, nt
> O=C1/C(=C/c2ccco2)SC(=S)N1CC1CCCO1 (stereo unspecified)
  4.6%, 25.4
> O=C(N/N=C/c1ccc([N+](=O)[O-])o1)c1ccc(NS(=O)(=O)c2cccs2)cc1
  4.9%, -6.8
> ONC(=Nc1ccc(Cl)cc1)c1ccccc1Cl
  0.9%, 7.9
> Cc1c(F)cccc1NS(=O)(=O)c1ccc2c(c1)c(=O)n(C)c(=O)n2C
  -2.1%, -2.7
> Cn1nnnc1SCC(=O)N1CCOCC1
  -3.0%, nt
> CCOc1cc(/C=C\[N+](=O)[O-])ccc1OCC(=O)Nc1ccccc1C
  -0.8%, -7.1
> O=[n+]1cc(-c2cccc3ccccc23)n([O-])c2c1CCC2
  -3.5%, -1.1
> CC1(c2cc([N+](=O)[O-])cc([N+](=O)[O-])c2)CC(C)(C)N(C(=O)c2ccccc2)c2ccccc21 (stereo unspecified)
  -4.3%, -8.8
> CC(=O)c1nn(-c2cccc(Br)c2)cc1C(=O)c1ccc(C)cc1
  7.8%, -3.6
> C=CCNC(=O)CN(c1ccc(OC)cc1OC)S(C)(=O)=O
  3.5%, 9.7

High-throughput results (PubChem)

These rows are one share of the data; rates above refer to the full screens.
